Rv3671c protease: Rv3671c serine protease inhibitors, primary screen, biochemical, fluorescence polarization, M. tuberculosis H37Rv. inhibition, % at 5.96 µM. hit rate 0.048% among 320,000; in the data active means inhibition above about 38%;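 further: extracellular domain of Rv3671c used as enzyme; 0% = enzyme with DMSO and 100% = no enzyme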
Mtb BioA inh: M. tuberculosis BioA enzyme inhibitors, primary screen, biochemical, plate reader, single point, HTS; 7,8-diaminopelargonic acid synthase BioA (Mycobacterium tuberculosis); purified M. tuberculosis BioA enzyme; inhibition, % at 9.99 µM; hit rate 0.096% among 360,000; AID 602481, 2012; in the data active means inhibition above about 40%
BH1578 lux ind: inducers of Vibrio cholerae quorum light production without autoinducers, primary screen, BH1578 luxS cqsA deficient, single point; V. cholerae BH1578 lux reporter, luminescence, 6 h; activation, % at 18.7 µM; hit rate 0.16% among 350,000; in the data active means activation mostly above about 9.7%, no sharp cut-off; further: not every result past the cut was called active; inactives centre near 0; reference of the scale not given here
PriA SSB inh: inhibitors of Klebsiella pneumoniae PriA binding to SSB C-terminal tail, primary screen, biochemical, AlphaScreen | PriA–SSB C-terminal tail interaction (Klebsiella pneumoniae) | AlphaScreen SSBct-PriA binding, biotinylated peptide | inhibition, % at 33 µM | hit rate 0.6% among 430,000 | AID 1272365, 2023; in the data active means inhibition mostly above about 37%, no sharp cut-off; inactive means mostly below about 20%;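 further: plate controls were negative control peptide for no effect and reference peptide for full effect; strong numbers were not always called active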
Mtb UGM inh: M. tuberculosis UGM enzyme inhibitors, primary screen, biochemical, fluorescence polarization, single point. inhibition, % at 10 µM. hit rate 0.06% among 320,000. purified UGM, fluorescence polarization probe displacement. UDP-galactopyranose mutase (Mycobacterium tuberculosis (strain ATCC 25618 / H37Rv)), …; in the data active means inhibition above about 10%, passing the limit was not always enough
Target sequence (P9WIQ1 whole entry, looked up): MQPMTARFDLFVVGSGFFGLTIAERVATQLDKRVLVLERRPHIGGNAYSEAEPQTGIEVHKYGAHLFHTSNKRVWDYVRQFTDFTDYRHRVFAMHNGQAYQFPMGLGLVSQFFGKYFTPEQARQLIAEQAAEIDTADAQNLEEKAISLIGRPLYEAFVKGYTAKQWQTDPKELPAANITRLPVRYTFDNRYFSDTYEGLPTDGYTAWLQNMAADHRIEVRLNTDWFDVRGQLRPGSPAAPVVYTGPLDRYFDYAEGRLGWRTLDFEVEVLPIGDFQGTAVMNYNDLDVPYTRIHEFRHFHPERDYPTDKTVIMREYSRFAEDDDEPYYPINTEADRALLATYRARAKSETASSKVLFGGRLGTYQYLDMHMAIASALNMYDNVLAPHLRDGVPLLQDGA
GDH-TPI inh: GDH-TPI coupling enzyme inhibitors, primary screen, artefact control for M. tuberculosis FBA inhibitor project, biochemical, absorbance, full deck; GDH-TPI coupled enzyme counterscreen, NADH absorbance; inhibition, % at 4.8 µM; hit rate 1.2% among 360,000; in the data active means inhibition above about 30%;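 further: 0% = DMSO wells and 100% = wells lacking the enzyme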
SARS 3CLpro inh: SARS-CoV 3CLpro protease inhibitors, primary screen, biochemical, quenched FRET; Replicase polyprotein 1ab (Severe acute respiratory syndrome coronavirus), P0C6X7; recombinant SARS-CoV 3CLpro, quenched FRET peptide cleavage; inhibition, % at 6 µM; hit rate 0.14% among 290,000; AID 1706, 2009; in the data active means inhibition above about 12%
FBA Mtb inh: Mtb FBA enzyme inhibitors, primary screen, biochemical, fluorescence, strain H37Rv; purified M. tuberculosis FBA, fluorescence read-out; hit rate 2.3% among 360,000; inhibition, % at 1 µM; in the data active means inhibition above about 27%;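 further: 0% = vehicle and 100% = reference inhibitor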
Target sequence (P9WQA3 whole entry, looked up): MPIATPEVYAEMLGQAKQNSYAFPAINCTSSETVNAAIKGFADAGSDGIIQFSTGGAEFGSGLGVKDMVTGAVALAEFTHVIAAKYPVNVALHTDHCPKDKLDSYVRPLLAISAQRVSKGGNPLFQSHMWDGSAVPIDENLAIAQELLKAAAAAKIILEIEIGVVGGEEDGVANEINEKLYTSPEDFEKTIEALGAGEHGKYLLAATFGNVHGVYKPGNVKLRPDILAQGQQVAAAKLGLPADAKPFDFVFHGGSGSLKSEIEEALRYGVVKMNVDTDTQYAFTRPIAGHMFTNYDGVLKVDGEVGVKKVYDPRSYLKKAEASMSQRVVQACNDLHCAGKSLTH
MazF activator: activators of E. coli MazEF toxin-antitoxin RNase, primary screen, biochemical, fluorescence, uHTS. AID 504720, 2011. hit rate 0.32% among 350,000. activation, % at 20 µM. FAM/BHQ RNA-DNA oligo cleavage fluorescence, 5 h. Endoribonuclease toxin MazF (Escherichia coli (strain K12)), P0AE70; in the data active means activation above about 50%
Target sequence (P0AE70 whole entry, looked up): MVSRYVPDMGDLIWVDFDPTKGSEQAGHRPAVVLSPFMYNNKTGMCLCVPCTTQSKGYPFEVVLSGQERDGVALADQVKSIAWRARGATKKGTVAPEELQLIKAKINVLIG
DUSP3 inh: VHR1 phosphatase inhibitors, primary screen, biochemical, absorbance, uHTS. hit rate 0.52% among 290,000. inhibition, % at 13.3 µM. recombinant VHR phosphatase, pNPP absorbance; in the data active means inhibition above about 50%; further: some compounds called inactive have numbers as strong as hits
Target sequence (P51452 whole entry, looked up): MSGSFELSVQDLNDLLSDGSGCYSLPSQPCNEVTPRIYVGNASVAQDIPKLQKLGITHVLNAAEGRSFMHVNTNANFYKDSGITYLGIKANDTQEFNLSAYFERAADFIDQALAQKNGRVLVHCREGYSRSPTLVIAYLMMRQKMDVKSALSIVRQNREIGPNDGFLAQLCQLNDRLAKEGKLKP
Starred values were filed as active, the others as inactive; i = inactive; . = not tested or not shown; + = active, no number; & = joins results of further samples. Some of the compounds tested. The share of hits here may be higher or lower than overall.

SMILES	Rv3671c protease	Mtb BioA inh	BH1578 lux ind	PriA SSB inh	Mtb UGM inh	GDH-TPI inh	SARS 3CLpro inh	FBA Mtb inh	MazF activator	DUSP3 inh
COc1ccc2nc(C(C)O)[nH]c2c1 (centres undefined)	-6	-1.3	-0.5	-9	1.7	1	-3	0	0	4
CCOC(=O)c1ccc(NC(=O)Nc2ncccc2C)cc1	1	-1.5	-0.7	-3	2.0	0	3	-2	0	22
Cn1c(SCC(=O)Nc2nccs2)nnc1C12CC3CC(CC(C3)C1)C2	3	.	i	-3	2.1	18	-2	2	-5	24
CN1/C(=C\C(=O)CSc2cccc[n+]2[O-])C(C)(C)c2ccccc21	-9	.	-1.7	3	-0.1	-2	3	3	-6	30
Nc1ccc(OCC(O)C[n+]2ccc(CCS(=O)(=O)[O-])cc2)cc1 (centres undefined)	0	.	-0.4	-3	-3.2	-2	0	-5	3	13
COc1ccc(-c2ccc(CN3C(CC(C)C)C(=O)N(Cc4cn(Cc5ccco5)nn4)CCS3(=O)=O)cc2)cc1 (centres undefined)	.	.	-0.3	.	.	0	.	-6	5	.
CCCCNC(=O)c1sc(=S)n(-c2ccccc2OC)c1N	7	-1.5	-0.4	2	-2.5	21	2	3	6	0
COc1ccc(C2CCCN2C(=O)Nc2cccc(C(C)=O)c2)cc1OC (centres undefined)	0	20	i	-5	0.5	2	0	3	1	-1
CCOc1ccccc1C(=O)NCC(=O)N1CCN(Cc2ccc3c(c2)OCO3)CC1	-4	1.8	-0.4	4	-3.4	-8	.	4	2	.
COCCn1c(SCC(=O)Nc2ccc(Cl)cn2)nc2ccccc21	-3	-0.6	i	-17	0.2	-1	1	0	-4	16
C#CCOCCOCCOCCNc1nc(N2CCOCC2)nc(N2CCN(C(=O)[C@H](C)n3cc(CCCN=C(N)N)nn3)CC2)n1	4	-0.3	-0.4	-11	-1.2	0	-1	0	8	15
CC(=O)Nc1ccc(S(=O)(=O)N2CCC(C(=O)NCc3ccco3)CC2)cc1	-3	.	-4.3	-30	0.7	5	-2	2	3	9
Cc1ccc(S(=O)(=O)N(C)C[C@H]2Oc3cc(Br)ccc3S(=O)(=O)N([C@H](C)CO)C[C@@H]2C)cc1	.	-2.4&-1.6&-0.3	-1.0	.	.	1	.	0	2	.
C=CCCN(C(CC(C)C)C(=O)OC)S(=O)(=O)c1cc(Br)ccc1Br (centres undefined)	1	-0.6	-0.8	-17	1.3	4	.	2	-16	6
CC(/C=N\NC(=O)Cn1c(C)nc2ccccc21)=C\c1ccccc1	-1	1.4	i	.	-3.5	11	0	2	4	37
CCCNC(=O)c1ccc2c(=O)c(O)c(-c3ccc(C)cc3)[nH]c2c1	5	0.6	2.3	-3	-1.2	-1	.	7	1	-4
NC(=O)COc1ncn(-c2ccccc2)n1	-7	0.4	.	-4	-5.7	8	1	-3	2	-14
CCCNC(=O)C(Cc1ccc(Br)cc1)NC(=O)c1ccc(C#N)cc1 (centres undefined)	-4	1.0	i	-15	-3.2	4	.	2	9	.
COc1ccc(C(=O)c2c(N)sc3c2CCN(C(=O)OC(C)(C)C)C3)cc1	-6	0.3	-0.3	6	0.6	8	3	4	-33	11
CCOCC(=O)Nc1cc(-c2cn3cccnc3n2)ccc1C	3	0.2	2.6	-1	-2.7	14	1	+	3	4
O=C(O)Cc1csc(NC(=O)CSc2cccc(C(=O)O)n2)n1	-1	-0.1	-0.4	-4	-0.2	0	-1	3	7	14
CCn1c(CCc2nc3ccccc3[nH]2)n[nH]c1=S	-1	.	-0.2	-1	-2.5	-2	0	2	2	12
Cc1cc(C(=O)CSc2n[nH]c(N)n2)c(C)n1-c1ccc(F)cc1	-2	-2.0	-1.4	10&-16	-0.4	12	-1	-2	-4	9
Cc1cccc(-c2nnc3n2N=C(c2ccccc2)CS3)c1	0	-0.4	i	5&-6	-1.2	3	-2	-1	-1	30
Cc1cc2c(c(=O)n1CCc1ccccc1)C(C(C)C)C(C#N)=C(N)O2 (centres undefined)	-4	-2.6	i	-16	2.7	5	-6	-9	3	9
COCCSc1ccccc1C(=O)Nc1ccncc1	3	0.1	-0.4	-6	3.0	0	0	2	3	5
CCOC(=O)c1cnn(-c2ccccc2)c1-n1cccc1C(=O)C(=O)Nc1ccc(F)cc1	4	-1.4	-0.6	12	-0.3	18	-2	-1	0	27
COc1ccc(C(=O)NN2C(=O)C3CCC(C)(C2=O)C3(C)C)cc1 (centres undefined)	15	.	-0.3	3	2.7	2	-3	1	-6	14
CC(=O)Nc1ccc(NC2=C(Cl)C(=O)c3ccccc3C2=O)cc1	.	.	.	-8	.	.	6	.	8	12
COc1ccc(S(=O)(=O)N2CCc3ccccc32)cc1C(=O)NCCc1ccccn1	6	-1.0	-0.3	-2	1.5	4	1	2	-2	18

One compound at a time, from the list above:
COc1ccc(C(=O)c2c(N)sc3c2CCN(C(=O)OC(C)(C)C)C3)cc1 is listed as Rv3671c protease = -6; Mtb BioA inh = 0.3; BH1578 lux ind = -0.3; PriA SSB inh = 6; Mtb UGM inh = 0.6; GDH-TPI inh = 8; SARS 3CLpro inh = 3; FBA Mtb inh = 4; MazF activator = -33; DUSP3 inh = 11
CCOC(=O)c1cnn(-c2ccccc2)c1-n1cccc1C(=O)C(=O)Nc1ccc(F)cc1 is listed as Rv3671c protease = 4; Mtb BioA inh = -1.4; BH1578 lux ind = -0.6; PriA SSB inh = 12; Mtb UGM inh = -0.3; GDH-TPI inh = 18; SARS 3CLpro inh = -2; FBA Mtb inh = -1; MazF activator = 0; DUSP3 inh = 27

Further compounds follow:
SMILES	Rv3671c protease	Mtb BioA inh	BH1578 lux ind	PriA SSB inh	Mtb UGM inh	GDH-TPI inh	SARS 3CLpro inh	FBA Mtb inh	MazF activator	DUSP3 inh
O=C(CN1C(=O)NC2(CCCCCCC2)C1=O)Nc1ccc(Br)cc1Br	-10	-0.5	-6.2	1	5.7	8	.	-1	-6	.
CC(=O)n1ccnc1	-2	-1.3	0.7	-4	-2.0	-11	-4	2	-3	2
O=C(NCC1CCN(Cc2ccccc2F)CC1)C1CCCN(c2ncnc3c2nc2n3CCCCC2)C1 (centres undefined)	-10	-0.4	2.7	-2	0.3	3	2	-2	8	25
COc1cc2c(cc1NS(=O)(=O)N1CCCCC1)oc1ccccc12	-3	.	-0.2	-24	1.0	2	4	3	-6	15
O=C1NC2(CCCCC2)C(=O)N1CCN1C(=O)c2ccccc2C1=O	4	.	-0.3	6	1.3	-1	0	-1	0	22
Cc1oc2cc3oc(=O)c(CCC(=O)N[C@H](C(=O)O)C(C)C)c(C)c3cc2c1C	2	-1.5	i	14	4.1	22	4	15	-2	-8
C[C@@H]1CN([C@@H](C)CO)S(=O)(=O)c2ccc(Br)cc2O[C@@H]1CN(C)Cc1cccnc1	.	-2.3&-1.0&1.1	-0.2	.	.	-5	.	-1	4	.
Cc1cc(C(=O)CSc2nnc(-c3cccnc3)n2-c2ccccc2F)c(C)n1CC1CCCO1 (centres undefined)	8	.	i	-10	1.1	-2	-1	-1	0	29
O=C(Cn1cc(S(=O)(=O)Cc2ccccc2)c2ccccc21)N1CCOCC1	-1	-0.7	i	0	0.8	0	-5	-2	0	10
CCN(CC(=O)Nc1cccc(OC)c1)CC(=O)Nc1ccccc1C	-3	1.5	-0.3	14	1.5	11	0	1	7	-25
O=C1c2ccccc2C(=O)N1/N=C/c1ccc(O)c(O)c1	-2	.	-0.3	.	1.2	25	5	1	6	5
COc1cc(C(=O)NC2CC(C)(C)Cc3c2cnn3-c2ccccc2)cc(OC)c1OC (centres undefined)	-4	-1.4	i	-3	-1.9	14	0	1	2	-2
CCOC(=O)/C=C/c1nc(C(=O)OCC)c(C)c(=O)[nH]1	-1	-1.8	i	23	1.5	3	-4	5	-3	1
C[C@@H](OC(=O)c1[nH]cnc1C(=O)N1CCN(C(=O)OC(C)(C)C)CC1)c1ccccc1	5	-1.1	-0.5	2	-1.5	-1	.	-1	1	.
COC(=O)C1=C(C(=O)OC)C(c2ccc(OC)c(OC)c2)c2sc(=O)[nH]c2S1 (centres undefined)	2	.	-0.4	9&-5	1.0	6	1	-6	14	40
CC(NC(=O)C1CCN(C(=O)Nc2ccccc2)CC1)c1ccccc1 (centres undefined)	-3	-2.2	-1.2	16	.	8	.	3	-6	.
CCN1C(=O)[C@H]2[C@H]3CN=C(SCc4ccccc4)N3[C@@](C)(C(=O)OC)[C@H]2C1=O	.	-0.6	0.9	-7	.	8	.	-1	5	.
Cc1ccc(C)c(S(=O)(=O)NCC(=O)N2CCCC2)c1	0	-0.6	i	-6&-3&-10	2.7	3	2	-1	6	9
O=C(CCN1C(=O)c2ccc([N+](=O)[O-])cc2C1=O)Nc1ccccc1C(=O)O	0	.	-0.1	6	2.4	14	6	-1	1	21
CN(C)C(=O)CSc1nnc(-c2cnccn2)n1C	-2	.	i	-6	-3.0	-14	-4	0	4	-5
CCOC(=O)N1CCN(Cc2nc(N)nc(Nc3ccc(C)cc3)n2)CC1	1	0.0	-0.2	3	.	-4	-4	2	-7	34
Cc1cccc(NC(=O)CN2CCN(C(=O)c3oc4c(Cl)cccc4c3C)CC2)c1C	-7	-5.3	0.6	3	-1.8	2	.	2	-7	.
O=C(NCc1ccccn1)c1coc(=O)c(Br)c1	2	3.7	i	8	1.3	12	-4	78*	-1	-1
COc1ccc(OC)c(Nc2nc(-c3sc(NC(=O)c4ccccc4)nc3C)cs2)c1	0	.	.	.	0.4	.	0	.	.	16
Cc1cccc(N2CC(O)(c3cccs3)[N+]3=C2CCCC3)c1C (centres undefined)	-1	.	-1.4	-12	-1.0	-3	-3	2	7	-3
COC(=O)Nc1ccc(S(=O)(=O)N2CCCC(C(=O)NC3CCCCC3)C2)cc1 (centres undefined)	7	-3.0	-0.6	-16	0.1	-1	1	2	4	-13
Fc1ccc(-c2cc(-c3cccs3)cc(-c3ccccc3)n2)cc1	0	.	-0.5	-3	2.2	3	4	2	-10	28
Brc1cc2ccccc2[n+](Cc2ccccc2)c1	5	10	i	-7	0.5	-1	.	0	-3	.
Cc1cccc(NC(=O)CN(C)S(=O)(=O)c2cccc3cccnc23)c1	5	-0.5	-0.5	-14	2.1	3	0	2	-2	42
Nc1nccc(N2CCCCC2)n1	.	0.8	i	.	.	-2	.	-1	10	.
O=S(=O)(N[C@H](CO)c1ccccc1)c1ccc(Br)cc1F	.	0.2	-0.9	-14	.	-4	.	-2	3	.
O=C(/C=C/c1ccc(Cl)c([N+](=O)[O-])c1)Nc1ccc(NC(=O)c2ccco2)cc1	.	.	-0.2	3	.	18	-2	1	-7	-10
Cc1ccc(C)c(NC(=O)COC(=O)c2ccc3c(c2)OCO3)c1	-6	.	-0.6	-5	-2.0	0	2	-4	-1	-6
COc1ccc(-n2ncc3c(=O)n(CC(=O)N4c5ccccc5CC4C)cnc32)cc1 (centres undefined)	-7	-2.2	-3.2	3	0.7	7	-6	-1	-2	44
CCOC(=O)c1c(C)[nH]c(C(=O)COC(=O)c2cccnc2Cl)c1C	-3	3.2	i	1	1.8	13	.	5	-5	.
CCN1C(=O)c2cccc3c(S(=O)(=O)N(C(=O)c4ccncc4)c4ccc(OC)cc4)ccc1c23	-16	.	-0.3	12	-1.4	16	0	6	3	2

From PubChem BioAssay
